# Bcl-W Bim block: disrupts Bim peptide binding to human Bcl-W. bead-based flow cytometry. inhibition, % at 10 µM. 190,000 tested, 0.02% active;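 note: 0% = bound tracer without compound and 100% = peptide blocker; higher means less fluorescent Bim peptide bound to Bcl-W beads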
# Mcl-1 Bim block: inhibitors of Bim-Mcl-1 interaction, human; Q07820; 190,000 tested, 0.1% active; inhibition, % at 10 µM; Bead-based flow cytometry, Bim peptide-Mcl-1 binding; AID 1009;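 note: 0% = no compound tracer wells and 100% = peptide blocker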
# Target sequence (Q07820 whole entry, looked up): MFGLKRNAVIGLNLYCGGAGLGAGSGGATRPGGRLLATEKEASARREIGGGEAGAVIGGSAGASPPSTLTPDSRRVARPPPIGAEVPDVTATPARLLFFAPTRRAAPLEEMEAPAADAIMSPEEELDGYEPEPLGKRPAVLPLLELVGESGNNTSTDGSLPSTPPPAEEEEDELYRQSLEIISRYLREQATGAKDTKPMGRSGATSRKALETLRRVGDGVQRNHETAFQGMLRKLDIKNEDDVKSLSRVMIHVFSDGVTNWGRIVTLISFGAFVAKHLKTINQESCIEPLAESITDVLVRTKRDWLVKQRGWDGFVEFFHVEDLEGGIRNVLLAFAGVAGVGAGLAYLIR
# Bim-Bcl-XL: human Bim-Bcl-XL interaction inhibition; Bim peptide-Bcl-XL binding, bead flow cytometry, fluorescence; 190,000 tested, 0.04% active; AID 1007; inhibition, % at 10 µM; Q07817
# Target sequence (Q07817 whole entry, looked up): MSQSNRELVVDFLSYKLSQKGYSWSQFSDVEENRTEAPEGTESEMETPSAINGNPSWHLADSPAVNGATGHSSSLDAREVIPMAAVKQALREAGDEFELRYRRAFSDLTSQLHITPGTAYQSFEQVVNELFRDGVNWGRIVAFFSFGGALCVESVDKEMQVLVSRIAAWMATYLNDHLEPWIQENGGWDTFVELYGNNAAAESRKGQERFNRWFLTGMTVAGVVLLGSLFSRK
# Bcl-2 Bim block: human Bim-Bcl-2 interaction inhibition; Bead-based flow cytometry, Bim peptide-Bcl-2 binding; 190,000 tested, 0.06% active; inhibition, % at 10 µM; AID 950; P10415; in the data active = inhibition above about 40%; inconclusive = no clear call, values can overlap the other calls;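 note: 0% = no compound wells with probe peptide and 100% = reference peptide inhibitor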
# Target sequence (P10415 whole entry, looked up): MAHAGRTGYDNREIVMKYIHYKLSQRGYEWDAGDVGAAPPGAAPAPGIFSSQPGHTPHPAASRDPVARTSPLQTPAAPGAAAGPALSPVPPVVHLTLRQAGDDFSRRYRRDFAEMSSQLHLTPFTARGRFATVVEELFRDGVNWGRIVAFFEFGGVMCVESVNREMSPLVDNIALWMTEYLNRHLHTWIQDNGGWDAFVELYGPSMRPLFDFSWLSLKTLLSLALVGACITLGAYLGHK
# RGS4-Gao reg: human RGS4-Galphao interaction regulation. P09471. Multiplexed bead flow cytometry, RGS4-Galphao binding; actives lie on both sides. binding response (% of control), % at 10 µM. 220,000 tested, 0.33% active; in the data active = binding response below about 49% or above about 150%; inactive = in between;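 note: fluorescent Galphao activated with aluminum fluoride binding bead-coupled RGS4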
# Mcl1 Noxa PPI: Mcl-1/Noxa interaction inhibition; Q07820; TR-FRET Mcl-1/Noxa peptide binding, 2 h; inhibition, % at 21.7 µM; 220,000 tested, 1.5% active;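 active = compounds that cut the protein-peptide binding signal by more than 50% relative to plate controls in a single-dose test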;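 note: His-tagged Mcl-1 with rhodamine Noxa BH3 peptide and terbium anti-His antibody; 0% = Mcl-1 plus Noxa peptide wells and 100% = peptide-only wells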
# Bcl-B Bim block: inhibitors of Bim-Bcl-B interaction, human; bead-based flow cytometry, Bim peptide-Bcl-B binding; inhibition, % at 10 µM; 190,000 tested, 0.073% active; AID 951;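 note: 0% = tracer peptide without compound and 100% = reference inhibitor peptide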
# Target sequence (Q9HD36 whole entry, looked up): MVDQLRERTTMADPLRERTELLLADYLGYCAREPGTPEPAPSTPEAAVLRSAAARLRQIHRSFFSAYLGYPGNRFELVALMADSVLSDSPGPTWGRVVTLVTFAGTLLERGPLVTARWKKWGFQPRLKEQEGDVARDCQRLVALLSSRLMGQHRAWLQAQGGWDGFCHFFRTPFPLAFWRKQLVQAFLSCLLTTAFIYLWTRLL
# RGS8-Gao: regulators of human RGS8-Galphao interaction. multiplexed bead flow cytometry, RGS8-Galphao binding; actives lie on both sides. response (percent of control binding), % at 10 µM. 220,000 tested, 0.34% active. AID 1423; in the data active = response below about 60% or above about 140%; inactive = in between;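 note: Galphao activated as the GDP aluminium fluoride complex binding bead-coupled RGS8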
# RGS7-Gao reg: human RGS7-Galphao interaction regulation; P09471; Multiplexed bead flow cytometry, RGS7-Galphao binding; actives lie on both sides; binding response (% of control), % at 10 µM; 220,000 tested, 0.35% active; in the data active = binding response below about 49% or above about 150%; inconclusive = no clear call, values can overlap the other calls; inactive = in between;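 note: fluorescent Galphao held in activated GDP-AlF4 state binding bead-coupled RGS7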
# Mcl1-Bid inh: disrupts binding of human Mcl-1 to Bid peptide. inhibition, % at 21.7 µM. AID 1021. 220,000 tested, 0.97% active. TR-FRET Mcl-1/Bid-Dy647 peptide binding, 1536-well;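 active = compounds that cut the binding signal by more than half at the single screening dose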;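 note: His-tagged Mcl-1 with europium anti-His antibody binding Bid BH3 peptide; 0% = Mcl-1 plus peptide wells and 100% = peptide-only wells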
# Bim-Bfl-1: disrupts Bim binding to human Bfl-1; 190,000 tested, 0.12% active; inhibition, % at 10 µM; Bead-based flow cytometry, Bim-Bfl-1 binding inhibition;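 note: 0% = wells without compound plus tracer and 100% = blocker peptide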
# The depositor's hits bear a star; u = inconclusive; x = not tested or not shown. Cut-off read from the data, not from the text of the source, unless noted: active = inhibition above about 40%. Hits appear at their usual frequency. About 2.7% of those tested had a hit in this group.
SMILES,Bcl-W Bim block,Mcl-1 Bim block,Bim-Bcl-XL,Bcl-2 Bim block,RGS4-Gao reg,Mcl1 Noxa PPI,Bcl-B Bim block,RGS8-Gao,RGS7-Gao reg,Mcl1-Bid inh,Bim-Bfl-1
CCc1ccc(NC(=O)C(=O)NCCN2CCN(C(=O)c3ccco3)CC2)cc1,2,1,4,6,100,0,2,100,101,-22,2
Cc1nn(C)c(C)c1S(=O)(=O)N(CC(=O)NCc1cccs1)c1ccc(C(C)C)cc1,-7,-7,-10,-7,101,-30,-9,103,105,-24,-4
Cc1n[nH]c(=S)n(/N=C/c2cccs2)c1=O,x,x,x,x,107,-37,x,104,u,-83,x
CN1CCN(/C=C2\SC(=S)NC2=O)CC1,0,-1,-3,-2,100,4,0,99,99,-47,1
CCN(CC)S(=O)(=O)c1cc(NC(=O)C(C)N2CCN(Cc3ccc4c(c3)OCO4)CC2)ccc1C (centres undefined),1,-3,-7,-6,101,3,-6,103,100,-16,-3
CCCCc1ccc(NC(=S)N2CCCC(CO)C2)cc1 (centres undefined),-1,-3,-5,-1,115,6,-7,123,112,-70,0
O=C(Nc1sc2c(c1C(=O)NCc1cccnc1)CCCC2)c1ccco1,3,-4,-18,-6,104,7,-7,105,102,-42,-10
Cc1oc(-c2cc(Cl)cc(Cl)c2)cc1C(=O)NCCc1ccccc1,-3,-4,-7,-2,99,15,-3,99,99,4,-1
CCN(CC)S(=O)(=O)c1ccc(OC)c(NC(=S)Nc2cc(C)ccc2C)c1,-2,-4,0,-2,100,3,-1,110,106,-39,3
COc1ccc2c(-c3ccccc3)cc(SCC(N)=O)nc2c1,x,x,x,x,102,3,x,102,u,-9,x
O=C(CC(Nc1cccc(Cl)c1Cl)C(=O)OCC(=O)c1cccs1)c1ccccc1 (centres undefined),-8,-7,-10,-13,99,-13,-10,101,98,-9,-10
COc1ccccc1N1CC(C(=O)Nc2cccc(C(=O)O)c2)CC1=O (centres undefined),4,1,0,9,105,17,1,100,104,-10,7
O=C(NCc1ccc2c(c1)OCO2)c1ccc(C2SCC(=O)N2Cc2ccco2)cc1 (centres undefined),1,5,0,1,92,-3,0,97,95,-8,3
CSc1n[nH]c(-c2sccc2OCc2ccc(C)cc2)n1,0,1,-2,0,102,19,0,104,100,-4,0
CCC1(C)Cc2c(sc3nnn(CC(=O)Nc4ccccc4)c(=O)c23)CO1 (centres undefined),-1,-1,0,-4,91,16,0,96,90,-5,-3
CCc1c(C)sc(NC(=O)C2CC2)c1C(=O)OC(C)C,1,-3,-1,1,102,8,0,104,100,-32,0
Cc1ccc(CC(NC(=O)c2ccccc2)C(=O)NC(CC(C)C)C(=O)O)cc1 (centres undefined),-1,0,-6,-1,99,1,-2,97,99,-25,-2
NC(=O)c1cccc2c1C(=O)N(C1CCCCC1)C2,-1,0,-6,-9,96,11,-6,102,93,-12,-10
c1csc(CSc2nnc3sc4ccccc4n23)c1,0,7,12,x,104,3,0,97,103,2,6
CCCS(=O)(=O)N1CCCC(c2nc(-c3ccc(OC)cc3)no2)C1 (centres undefined),2,2,-13,-10,74,-5,-8,80,77,1,-12
CCn1c(C)c(C(C)=O)c(N2CCN(c3cccc(Cl)c3)CC2)nc1=S,-4,-4,-19,-13,98,x,-13,98,97,-24,-17
O=C(Nc1ccon1)c1ccccc1Cl,-3,-6,-1,-2,100,-10,-3,102,102,3,-2
Cc1cccc(-n2c(O)c(C=NCCCN3CCOCC3)c3ccccc3c2=O)c1,1,-2,-10,-12,102,14,-8,101,97,-17,-16
CC(=O)C1=C(O)C(=O)N(c2ccc(O)cc2)C1c1ccc([N+](=O)[O-])cc1 (centres undefined),0,-1,-3,-6,91,7,-6,96,96,-24,-10
Cc1cc(C)n2nc(SCC(=O)N/N=C/c3cccc(Br)c3)nc2n1,0,0,5,0,93,-7,3,97,97,0,-1

# Some of these compounds in order of heavy-atom count, low to high:
SMILES,Bcl-W Bim block,Mcl-1 Bim block,Bim-Bcl-XL,Bcl-2 Bim block,RGS4-Gao reg,Mcl1 Noxa PPI,Bcl-B Bim block,RGS8-Gao,RGS7-Gao reg,Mcl1-Bid inh,Bim-Bfl-1
Cc1n[nH]c(=S)n(/N=C/c2cccs2)c1=O,x,x,x,x,107,-37,x,104,u,-83,x
CSc1n[nH]c(-c2sccc2OCc2ccc(C)cc2)n1,0,1,-2,0,102,19,0,104,100,-4,0
Cc1cccc(-n2c(O)c(C=NCCCN3CCOCC3)c3ccccc3c2=O)c1,1,-2,-10,-12,102,14,-8,101,97,-17,-16

# (listing goes on)
SMILES,Bcl-W Bim block,Mcl-1 Bim block,Bim-Bcl-XL,Bcl-2 Bim block,RGS4-Gao reg,Mcl1 Noxa PPI,Bcl-B Bim block,RGS8-Gao,RGS7-Gao reg,Mcl1-Bid inh,Bim-Bfl-1
O=C(O/N=C/c1ccc2c(c1)OCO2)c1ccc([N+](=O)[O-])cc1,0,0,-4,-1,103,7,-5,104,100,-16,-14
Cc1cccc(OCCC(=O)Nc2ccc(C)c(S(=O)(=O)N3CCCCC3)c2)c1,-2,-2,-5,-12,105,7,-4,102,99,-1,-15
Cn1c(=O)n(C)c2cc(CNc3ccc(N4CCOCC4)c(C(=O)O)c3)ccc21,-5,1,-4,-6,109,15,-2,108,110,-30,-11
O=C(CSCC(=O)NC1CCCC1)Nc1ccccc1,-1,0,-6,-5,102,6,-9,101,98,3,-15
O=C(NC(C(=O)O)c1ccccc1)c1ccccc1 (centres undefined),2,2,-4,-6,101,16,-3,100,103,14,-10
C=CCS(=O)(=O)N1CCC(CCOc2ccccc2)(C(=O)OCC)CC1,-3,1,-2,-3,102,4,-5,98,100,-30,-3
O=C(NC(=S)N1CCCc2ccccc21)c1ccc(Br)cc1,2,17,-2,-4,103,27,-2,103,97,-27,-3
CC(=O)c1ccc(NC(=O)C(C)n2nc(-c3ccccc3)c3cc(Cl)ccc32)cc1 (centres undefined),-1,-3,-1,0,103,5,-1,103,102,10,-1
Cc1ccc(-c2nnc(N3CCCCC3)c3ccccc23)cc1S(=O)(=O)N1CCN(C)CC1,0,12,-2,-7,106,4,0,102,103,-7,-3
C=CCOC(=O)C(=O)/C=C/c1ccc2c(c1)Cc1ccccc1-2,0,0,0,-2,97,2,-20,96,97,48,-2
COc1ccc(C2=NN(C(=O)CCC(=O)O)C(c3cccs3)C2)cc1OC (centres undefined),4,5,5,1,101,25,3,104,101,0,-1
Cn1ncc(Br)c1C(=O)NC12CC3CC(CC(C3)C1)C2,0,-2,-2,0,101,19,-2,102,101,-14,-1
CCN(CC)CCOC(=O)C1(c2ccccc2)CCOCC1,2,-2,0,0,104,23,-1,105,103,-2,4
CCCC(=O)Nc1nc2ccc(NC(=O)c3cccnc3)cc2s1,-2,-2,-7,-16,102,-7,-9,99,99,7,-19
C=CCn1c(SCC(=O)Nc2ccccc2OC)nnc1-c1ccccn1,0,-4,-7,-11,96,-7,-8,96,95,-10,-19
COc1cc(NC(=O)C2=C(N3CCOCC3)/C(=C/c3ccc(Cl)cc3)CC2)cc(OC)c1OC,-4,-2,-6,-7,103,11,-3,103,100,-90,-4
Cc1ccc(S(=O)(=O)N(CC(=O)Nc2cccc(N(C)S(C)(=O)=O)c2)c2ccc(Cl)c(Cl)c2)cc1,-1,-6,-9,-8,98,18,-13,100,98,-4,-17
FC(F)(F)c1ccc(CSc2ccccn2)cc1,x,x,x,x,93,-8,x,100,u,6,x
O=C(CSc1nnc(CNC(=O)c2cccs2)o1)Nc1cccc(C(F)(F)F)c1,3,3,-3,-6,102,-12,-8,101,97,-14,-11
NS(=O)(=O)c1ccc(CCNC(=O)c2ccc(Cl)cc2[N+](=O)[O-])cc1,-3,-1,0,-3,101,28,-7,102,u,-9,-7
CCNC(=S)N(CCc1c(C)[nH]c2ccc(C)cc12)Cc1ccco1,-5,0,-3,-2,103,12,-12,105,102,-14,0
O=P(COc1ccccc1)(c1ccccc1)c1ccccc1,0,1,-4,-8,102,13,-7,101,103,-11,-8
O=S(=O)(c1ccccc1)N1CCN(CC(O)COc2ccc3c(c2)CCC3)CC1 (centres undefined),0,4,1,1,109,-9,0,98,108,-10,0
O=S(=O)(c1cccc(-c2nn3c(-c4ccncc4)nnc3s2)c1)N1CCOCC1,-2,-1,-1,0,103,0,-1,103,104,-3,5
CCCC(=O)Oc1ccc2c(C)cc(=O)oc2c1,-4,-8,-5,0,108,-7,-3,106,109,-10,1

# Continuation.
SMILES,Bcl-W Bim block,Mcl-1 Bim block,Bim-Bcl-XL,Bcl-2 Bim block,RGS4-Gao reg,Mcl1 Noxa PPI,Bcl-B Bim block,RGS8-Gao,RGS7-Gao reg,Mcl1-Bid inh,Bim-Bfl-1
O=C(CSc1nc(Nc2ccccc2)nc(N2CCOCC2)n1)Nc1ccc2c(c1)OCCO2,0,-3,-4,-14,103,-11,-11,102,102,-6,-14
CCN(C(=O)CSc1nnc(-c2ccccc2Cl)n1C1CCCC1)C1CCS(=O)(=O)C1 (centres undefined),0,0,0,2,121,0,-5,110,105,-44,1
O=C(OCC(=O)N1CCN(C(=O)c2ccco2)CC1)c1cc(S(=O)(=O)Nc2ccc(Cl)cc2)ccc1O,-3,-2,-3,-2,90,19,0,95,89,20,-2
CCC(=O)N1CCc2cc(Br)cc(S(=O)(=O)NCc3ccco3)c21,2,0,3,1,102,17,-1,101,98,-17,0
CCOc1ccccc1N1CCN(S(=O)(=O)c2ccc(F)c(F)c2)CC1,-2,-9,-1,-3,102,-55,-3,102,92,-2,-2
O=C(Nc1ccc(NC(=O)C2CC2)nc1)c1cccc(F)c1,-5,-2,-8,-4,101,8,-5,101,101,9,-7
Cc1cccc(NCc2ccccc2)c1,x,x,x,x,102,-1,x,103,u,-74,x
Cc1csc(NC(=O)C2CC(=O)N(Cc3ccco3)C2)n1 (centres undefined),0,-1,-2,2,99,-4,0,97,98,-6,-5
COc1cccc(C=NCC(C)N=Cc2cccc(OC)c2O)c1O (centres undefined),-2,-2,-1,0,92,13,-1,92,100,-72,-1
CO/N=C/NC(=O)Cc1cn(-c2ncc(C(F)(F)F)cc2Cl)c2ccccc12,-4,-5,-2,-6,104,11,-9,102,105,-13,-7
O=C(Nc1ncc2c(n1)-c1ccccc1OC2)c1ccc(Cl)cc1,0,0,0,-2,104,7,0,99,99,0,0
c1csc(CN2CCOCC2)c1,0,2,-2,0,105,18,-7,103,100,21,-7
CSc1ccc(CNC(=O)c2c(C)noc2C)s1,x,x,x,x,100,-6,x,92,u,-26,x
O=C1C=C(O)CC(c2ccc(Cl)cc2)C1 (centres undefined),0,-3,-5,-3,101,-5,-7,104,103,-24,-7
COc1cccc(-n2c(Cc3cc(=O)[nH]c(=O)[nH]3)nnc2SCC(=O)N2CCC(C)CC2)c1,0,-4,-4,-4,102,13,-13,101,102,-6,-16
Cc1oc2c(c1C(=O)NC(Cc1c[nH]c3ccccc13)C(=O)O)CCCC2 (centres undefined),-4,-8,-11,-7,105,11,-9,104,104,-4,-4
O=C(O)CCc1nnc2n(Cc3ccc(F)cc3)c(=O)c3ccccc3n12,-6,-2,-5,-2,97,-6,-1,100,97,4,-2
COc1cc(CNCc2ccccn2)ccc1OCc1ccc(Cl)cc1Cl,0,-2,-2,0,100,20,-1,106,99,8,0
Cc1cccc(C(=O)N[C@H](C(=O)Nc2ccc(S(=O)(=O)NC3=NCCCCC3)cc2)C(C)C)c1,-1,0,-4,-3,100,8,-2,98,u,-35,-6

# Bioassay records: PubChem BioAssay, several laboratories
